# GLP1R ag = qHTS of GLP-1 Receptor Agonists | Glucagon-like peptide 1 receptor (Homo sapiens), P43220 | HEK293 GLP-1R CRE-luciferase, luminescence, 4-6 h; cells express a hypersensitive GLP-1R form | Potency, µM (titrated, usually from 45.6 µM), for the others: at the highest dose activation, hits mostly activators | 380,000 compounds, 0.007% hits; also: % of control where 0% means no effect
# Target sequence (P43220 whole entry, looked up): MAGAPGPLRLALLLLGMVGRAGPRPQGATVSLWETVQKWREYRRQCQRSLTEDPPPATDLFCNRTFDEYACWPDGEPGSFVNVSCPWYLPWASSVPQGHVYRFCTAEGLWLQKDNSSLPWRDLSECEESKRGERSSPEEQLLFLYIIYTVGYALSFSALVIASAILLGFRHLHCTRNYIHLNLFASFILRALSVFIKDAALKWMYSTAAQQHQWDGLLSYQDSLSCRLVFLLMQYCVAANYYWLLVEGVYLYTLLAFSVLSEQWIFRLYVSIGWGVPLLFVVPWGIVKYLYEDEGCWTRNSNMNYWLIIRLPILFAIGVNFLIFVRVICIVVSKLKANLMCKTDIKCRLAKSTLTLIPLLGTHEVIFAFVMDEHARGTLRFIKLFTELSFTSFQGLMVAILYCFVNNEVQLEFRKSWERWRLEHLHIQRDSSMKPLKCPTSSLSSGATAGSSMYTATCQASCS
# KB-3-1 cytotox = qHTS assay for MDR1-selective chemotherapeutics: Primary screen using the parental adenocarcinoma cell KB-3-1. 400,000 compounds, 1.4% hits. Potency, µM (titrated, usually from 46.1 µM), for the others: top-dose activity change, negative = cytotoxic, usual class: cytotoxic. AID 1347075, 2019. KB-3-1 viability, CellTiter-Glo ATP luminescence, 72 h; also: % is scaled to controls: 0 for no effect and ±100 for the full control effect; nearly all actives have a fitted effect of over 60% in size
#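 Multi-concentration cytotoxicity screen in KB-3-1 cells grown in DMEM lacking phenol red with 10% FBS. After 72 h at 37 °C with compound, ATP-dependent luminescence was recorded.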
# KB-V1 MDR tox = qHTS assay for MDR1-selective chemotherapeutics: Primary screen using the drug-selected MDR subline cells KB-V1; KB-V1 MDR cells viability, CellTiter-Glo, 72 h; Potency, µM (highest dose often 46.1 µM), inactives show top-dose activity change, negative = cytotoxicity, most hits filed as cytotoxic; 400,000 compounds, 3.4% hits; AID 1347076, 2019; also: % is scaled to controls: 0 for no effect and ±100 for the full control effect; nearly all actives have a fitted effect of over 60% in size
#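 qHTS viability screen in drug-selected KB-V1 MDR cells: 72 h compound treatment at 37 degrees C, ATP luminescence end point.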
# HEK293 tox = qHTS of GLP-1 Receptor Inverse Agonists: Cytotox Screen. HEK293 cAMP-luciferase reporter cells, luminescence, 24 h. Potency, µM (doses to about 38.3 µM), for the others: at the top dose activity change, negative = inhibition, most hits filed as inhibitors. 410,000 compounds, 0.13% hits. AID 624418, 2012;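 also: loss of luciferase light is scored as toxicity; % is scaled to controls: 0 for no effect and ±100 for the full control effect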
#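 1536-well qHTS counterscreen of the MLSMR; 200 cells/uL, 12 h pre-incubation, 23 nL cpd, 24 h at 37 deg C 5% CO2, luciferase detection reagent, 12 min RT, luminescence. Inhibition = undesired.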
# HT1080 IDH1KD tx = qHTS for induction of synthetic lethality in tumor cells producing 2HG: qHTS for the HT-1080-IDH1KD cell line | 360,000 compounds, 2% hits | AID 686971, 2013 | Potency, µM (series often up to 46.1 µM), for inactives: at the top dose activity, negative = toxicity, hits mostly cytotoxic | HT-1080 IDH1 knockdown viability, ATP luminescence, 48 h;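 also: 0% = DMSO wells and -100% = cell-free medium wells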
#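 Assay cells: HT-1080 with IDH1 knockdown, 750 per well, RPMI/5% FBS. Exposure: 48 h at 37 °C following 2 h pre-incubation. Read: CellTiter-Glo luminescence; fitted concentration-response, curve class assigned.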
# GLP-1R inv ag = qHTS of GLP-1 Receptor Inverse Agonists (Inhibition Mode); Potency, µM (titrated, usually from 38.3 µM), for the others: at the top dose activity change, negative = inhibition, actives largely listed as inhibitors; Glucagon-like peptide 1 receptor (Homo sapiens), P43220; HEK293 GLP-1R CRE-luciferase, luminescence, 24 h; GLP-1R form is constitutively active; 410,000 compounds, 1.6% hits; also: % is scaled to controls: 0 for no effect and ±100 for the full control effect; nearly all actives have a fitted effect of over 55% in size
#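 Constitutively active GLP-1R drives a cAMP-responsive luciferase in stably transfected HEK293 cells; test compounds are added after overnight (12 h) attachment and left 24 hr, and signal loss in luminescence marks inhibition.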
# TDP43 rescue = qHTS of TDP-43 Inhibitors; Potency, µM (highest dose often 46.1 µM), without a hit: at the highest dose growth rescue (activation), usual class: activators; TDP-43 expressing yeast growth rescue, BacTiter-Glo, 24 h; 410,000 compounds, 1.8% hits; also: % of control where 0% means no effect; nearly all actives have a fitted effect of over 50% in size
#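 Yeast expressing TDP-43 (pregrown in raffinose, seeded at OD600=0.02 in galactose medium) exposed to compounds 24 hr at 30 deg C. Growth read by BacTiter-Glo luminescence; rescue of toxicity appears as increased signal.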
# HT1080NT lethal = qHTS for induction of synthetic lethality in tumor cells producing 2HG: qHTS for the HT-1080-NT fibrosarcoma cell line; HT-1080-NT fibrosarcoma viability, CellTiter-Glo ATP luminescence, 48 h; Potency, µM (series often up to 46.1 µM), without a hit: at the highest dose activity, negative = less viability, hits mostly cytotoxic; 360,000 compounds, 1.6% hits;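 also: NT is the 2HG producing partner of a matched IDH1 knockdown line; 0% = DMSO-treated cells and -100% = media-only wells without cells; nearly all actives have a fitted effect of over 55% in size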
#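 Viability of the 2HG-overproducing fibrosarcoma line after 48 hours of compound exposure at 37 degrees C was determined by luminescence with CellTiter-Glo, and concentration-effect curves were then fitted and categorized.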
# SW480 rerep = A quantitative high throughput screen for small molecules that induce DNA re-replication in SW480 colon adenocarcinoma cells. Potency, µM (titrated, usually from 46.1 µM), for inactives: at the highest dose re-replication activation, usual class: activators. 340,000 compounds, 1.8% hits. AID 624297, 2012. SW480 DNA re-replication, Hoechst DNA content imaging, 48 h; also: % of control where 0% means no effect; nearly all actives have a fitted effect of over 55% in size
#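 Compounds, transferred as 23 nL by pin tool, were incubated with cells for 48 hr; DNA content per nucleus was then quantified by Hoechst staining and fluorescence plate imaging.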
# * marks the source's active call; other numbers are inactive results; ? = inconclusive; . = not tested or not shown; & = joins results of further samples; [ ] = another dose, or the depositor's remark. Calls follow the shape of the dose curve; as a rule, active = well fitted curve in the direction sought with a large enough effect; inconclusive = small, poorly fitted or top-dose-only effect, or another doubt; inactive = no such curve, though single readings can be large; an effect the other way counts as inactive or inconclusive. Potency is read from the fitted curve at half-maximal effect. Rows were taken by chance. About 9.4% of those tested had a hit in this group.
# Start of the listing, in advance, 2 compounds:
SMILES,GLP1R ag,KB-3-1 cytotox,KB-V1 MDR tox,HEK293 tox,HT1080 IDH1KD tx,GLP-1R inv ag,TDP43 rescue,HT1080NT lethal,SW480 rerep
CCN(CC)S(=O)(=O)c1ccc(N2CCOCC2)c(NC(=O)c2ccc(OC)c([N+](=O)[O-])c2)c1,11.8%,1.6%,-15.3%,-10.9%,6.5%,8.7%,18.8%,-1.3%,?
Cc1ccc(NS(=O)(=O)c2ccc(C(=O)NCCCN3CCOCC3)cc2)cc1,-9.1%,0.0%,-3.1%,10.2%,-6.7%,6.7%,17.8%,-12.2%,-3.1%

# The listing, from the first entry:
SMILES,GLP1R ag,KB-3-1 cytotox,KB-V1 MDR tox,HEK293 tox,HT1080 IDH1KD tx,GLP-1R inv ag,TDP43 rescue,HT1080NT lethal,SW480 rerep
CCN(CC)S(=O)(=O)c1ccc(N2CCOCC2)c(NC(=O)c2ccc(OC)c([N+](=O)[O-])c2)c1,11.8%,1.6%,-15.3%,-10.9%,6.5%,8.7%,18.8%,-1.3%,?
Cc1ccc(NS(=O)(=O)c2ccc(C(=O)NCCCN3CCOCC3)cc2)cc1,-9.1%,0.0%,-3.1%,10.2%,-6.7%,6.7%,17.8%,-12.2%,-3.1%
COc1ccc(Cl)cc1S(=O)(=O)N1CCC(C(=O)NCC2CCCO2)CC1 (centres undefined),-3.0%,-4.9%,-7.8%,9.6%,-0.1%,5.0%,6.4%,-4.3%,0.7%
Cc1c(N=C2Nc3cccc4cccc2c34)c(=O)n(-c2ccccc2)n1C,6.3%&-1.7%,0.4%&0.0%,-5.3%&-16.3%,?,-8.1%&7.2%,21.4%&5.2%,-4.0%&-14.7%,1.4%&-0.8%,-5.9%&3.4%
COc1cc(OC)c(OC)cc1CN(C)CC1CCCN(CCc2ccccc2F)C1 (centres undefined),-5.4%,-6.0%,?,?,?,?,1.6%,-25.5%,0.2%
C/C(=N\NC(=O)c1nn(C)c(C)c1Br)c1cccc(NC(=O)c2ccc(F)cc2)c1,0.0%,-18.5%,?,-15.6%,8.6%,28.0%,?,0.8%,-1.9%
Cc1ccc(-c2nc3ccccc3c(=O)n2CCN2CCOCC2)cc1,8.4%,-0.4%,-0.2%,?,0.5%,?,3.2%,-2.5%,0.0%
Fc1ccc(N2CCN(C(c3cccs3)c3nnnn3C3CCCC3)CC2)cc1 (centres undefined),-1.4%,3.2%,?,-15.0%,-24.1%,?,30.0%,0.6%,?
COc1ccc(CSc2nnc(C)s2)cc1F,-3.6%,-6.5%,-5.2%,-13.5%,-2.6%,5.7%,.,14.9%,?
CN(C)S(=O)(=O)c1ccc2c(c1)C(=O)c1cc(S(=O)(=O)N(C)C)ccc1CC2,6.2%,10.3%,-7.5%,.,.,.,.,.,-1.7%
O=C(Nc1ccc2c(c1)OCCO2)C1CC(O)CN1C(=O)Nc1ccccc1 (centres undefined),10.8%,-3.8%,4.7%,-3.3%,-1.1%,5.0%,0.0%,-2.1%,?
CC(C)CCNC(=O)c1onc(CSc2ccc(F)c(F)c2)c1C(=O)NCCC(C)C,2.5%,2.0%,-8.7%,-2.3%,0.5%,?,-8.8%,5.5%,18.0%[9.22 µM]
O=C(CCCSc1nc2ccccc2[nH]1)Nc1ccccc1,7.4%,-10.5%,-11.3%,-7.5%,-0.9%,?,-9.7%,-0.1%,-4.6%
Cc1cc(C)c2[nH]c(=O)c(C(c3nnnn3Cc3ccc4c(c3)OCO4)N3CCC(C)CC3)cc2c1 (centres undefined),-10.2%,-21.4%,16.1%,0.6%,12.3%,0.6%,23.5%,15.7%,5.1%
CC(C)CN1CC(C)C(=O)NC1=S (centres undefined),2.1%,5.1%,-1.1%,1.3%,10.9%,11.5%,16.6%,4.7%,1.1%
O=C(NC1=NCCS1)c1ccc(OCC2CCCO2)cc1 (centres undefined),1.4%,0.3%,15.9%,-8.7%,-14.9%,?,1.2%,-1.0%,-1.4%
COc1ccc(-n2nc(C(=O)NCC(=O)N3CCN(c4ccccn4)CC3)c3ccccc3c2=O)cc1Cl,0.5%,19.5%,-7.7%,-2.3%[7.66 µM],-1.8%,-1.8%[7.66 µM],16.2%,12.6%,-2.0%
CCCn1c(O)c(C=Nc2ccccc2)sc1=S,12.8%,1.6%,-22.7%,8.6%,-3.7%,?,3.8%,-19.1%,21.2%
C#CCOCCOCCOCCNc1nc(N2CCN(C(=O)CCCCCCCCCCNC(=O)[C@@H](CCC(=O)O)n3cc(CCCCCN)nn3)CC2)nc(N2CCN(C(=O)CCCCCCCCCCNC(=O)[C@H]([C@@H](C)CC)n3cc(CCCCCN)nn3)CC2)n1,7.0%,0.0%,-19.5%,-13.1%,-2.6%,20.0%,1.7%,-18.4%,-2.1%
COc1ccc(C(=O)N/C(=C\c2ccccc2)C(=O)Nc2ccccc2C(=O)O)cc1,-2.6%,2.1%,-11.7%,-11.8%,0.7%,-1.5%,5.1%,-3.8%,-16.6%
O=C(Nc1cccc(S(=O)(=O)N2CCCC2)c1)c1ccccc1OC(F)F,10.7%,-1.6%,?,1.9%,10.9%,8.7%,27.8%,7.0%,-1.7%
CCOC(=O)[C@@H]1[C@H]2COc3ccc(Br)cc3[C@@H]2N2C(=O)N(c3ccc(OC)cc3)C(=O)[C@]12C,-0.4%,7.6%,-11.4%,?,7.2%,25.1%,-7.2%,18.4%,1.2%
CCOc1c(CNCCSc2nnnn2C)cccc1OC,0.3%,0.5%,0.0%,-8.0%,.,10.5%,19.0%,.,.
COCCNC(=O)[C@H]1N2C(=O)c3ccccc3C2SC1(C)C (some centres undefined),-0.4%,-12.1%,-8.5%,4.1%,5.5%,0.5%,-5.0%,10.2%,-19.4%
Cc1cc2nc(CCN3CCOCC3)n(S(=O)(=O)c3ccc(C(C)(C)C)cc3)c2cc1C,17.0%,-3.5%,?,-14.0%,2.9%,5.7%,-11.3%,-3.7%,0.6%
CCc1ccccc1NC(=O)Cn1c2ncccc2c(=O)n1-c1ccccc1,.,-1.9%,-23.5%,3.0%,.,3.0%,16.9%,.,.
Cc1ccc(C(=O)NCC(=O)N2CCN(S(=O)(=O)c3cccs3)CC2)s1,1.2%,?,2.5%,-1.6%[0.307 µM],6.1%,4.7%[0.307 µM],-16.7%,2.0%,-1.4%
C=CCOc1ccc(CNn2nnnc2N)cc1,-0.5%,6.0%,?,7.6%,4.9%,1.1%,26.5%,1.6%,0.6%
CCOc1ccccc1N(CC)C(=O)c1ccc2c(=O)n3c(nc2c1)CCCCC3,-6.1%,9.4%,-13.8%,0.7%&-11.1%,-1.7%,-21.1%&-8.7%,11.3%&-27.3%,-10.2%,-3.2%
Cc1nc2cc(-c3cccc(F)c3)nn2c(C)c1CCC(=O)N1CCN(c2ccccn2)CC1,2.1%,13.3%,25.6%,2.6%,20.8%,-15.7%,18.1%,0.3%,-4.1%
O=C(CSc1nnnn1C1CC1)Nc1ccc(S(=O)(=O)N2CCOCC2)cc1,5.1%,2.3%,0.0%,-11.3%,7.3%,0.7%,10.8%,7.7%[9.24 µM],?
CCSc1nnc([C@H](Cc2ccccc2)NC(=O)OC(C)(C)C)o1,0.5%,-0.6%,16.4µM*,1.5%,-14.4%,?,28.7%,3.4%,2.2%
OCCC1CN(Cc2ccc3c(c2)CCO3)CCN1Cc1ccc(F)cc1 (centres undefined),14.5%,4.5%,-9.7%,3.9%,-4.1%,-16.0%,2.9%,-4.1%,-7.6%
O=C(c1ccc2c(c1)OCCO2)N1CCN(c2ncc(C(F)(F)F)cc2Cl)CC1,2.2%,-8.3%,-16.1%,0.9%,-9.6%,?,18.9%,-5.9%,-6.5%
CSc1ncccc1C(=O)N1CCC1(C)C(=O)NC(C)C (centres undefined),-5.8%,0.0%,5.3%,-2.2%,9.4%,14.6%,16.2%,18.9%,.
Cc1ccc(C(=O)CSc2nc(-c3ccccc3)nc3c2CCCC3)c(C)c1,-7.6%,-1.4%,0.0%,4.1%,.,8.8%,19.1%,.,.
N#CC1(NC(=O)COC(=O)c2cc(O)c3ccccc3c2O)CCCCC1,0.5%,-0.6%,20.6%,-3.1%,-10.1%,8.2%,-0.4%,-3.0%,10.8%
Nc1ccc(Sc2nc3ccccc3[nH]2)cc1,5.1%,?,-20.6%,1.4%,3.3%,-9.2%,?,4.4%,9.4%
CCCCNC(=O)CNC(=O)c1nn(-c2ccc(OC)c(Cl)c2)c(=O)c2ccccc12,-2.6%,2.2%,28.6%,-2.6%,-15.0%,12.0%,16.6%,-16.8%,-11.3%
Cc1ccc(N(C)S(=O)(=O)c2ccc3c(c2)C(C)(C)C(=O)N3C)cc1C,.,-16.7%,?,6.4%,.,14.5%,8.6%,.,.
O=C(NNC(=O)c1ccc[nH]1)c1cc(Cl)cc(Cl)c1,-1.3%,9.1%,0.0%,-7.5%,14.8%,15.1%,-7.0%,7.2%,-3.2%
COc1ccc(CCNC(=O)C/C(C)=N/NC(=O)c2cnccn2)cc1,0.9%,10.2%,25.8%,1.2%,1.1%,27.7%,-7.1%,15.5%,-6.8%
CCOc1nc(Nc2ccc(OC)c(Cl)c2)nc(N2CCN(c3ccc(OC)cc3)CC2)n1,11.5%,-9.5%,?,20.8%,-6.6%,4.47µM*,-1.0%,-0.2%,8.1%
CCOC(=O)c1cc(CC)sc1NC(=O)CC1Sc2ccc(C(F)(F)F)cc2NC1=O (centres undefined),1.7%,-19.2%,-21.0%,11.0%,12.5%,4.4%,2.4%,17.8%,0.9%

# From PubChem BioAssay
